RAD54 inh – RAD54 (human) branch migration inhibition; Q92698; 360,000 compounds, 0.14% hits; inhibition, % at 10.4 µM; RAD54 Holliday junction branch migration, FAM/BHQ fluorescence;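 active = mean normalized replicate activity at least 40 and at least half of replicates scoring 40 or more; inconclusive = only one of the two criteria met; inactive = mean below 40 and under half of replicates reaching 40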;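 also: 0% = median of neutral control wells and 100% = median of positive control wells; inhibitors cause a drop in the FAM fluorescence signal; in these data hits start at about 50%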
esBAF inh – inhibitors of esBAF chromatin remodeling in mouse ES cells; AID 602393; 350,000 compounds, 2% hits; reporter increase, % at 12.5 µM; Bmi1-luciferase knock-in reporter, 24 h; 100% = twice the neutral-well signal; in the data active = activation above about 40%; inconclusive = no clear call, values can overlap the other calls;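 also: 0% = median of the plate's neutral control wells and 100% = double that signal; a rise in the Bmi1 reporter signal indicates esBAF inhibition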
FN deposit inh – fibronectin deposition inhibition. AID 743247. AH1F fibroblasts, Alexa488-fibronectin deposition fluorescence, overnight. inhibition, % at 12.6 µM. 350,000 compounds, 0.086% hits;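 active = mean inhibition across replicates of 30% or more, regardless of how many single replicates reach that level; inconclusive = mean under 30% yet at least half of replicates reach 30%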;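 also: positive control wells lacked labelled fibronectin entirely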
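material = AH1F fibroblast monolayer depositing Alexa488-labelled fibronectin into matrix | amount = 10000 AH1F cells/well | buffer or medium = DMEM plus 2% serum, read in PBS | incubation = 1 h cell adhesion before compound, then overnight fibronectin incubation | detection = fluorescence at 485 nm excitation, 525 nm emission | evaluation = percent inhibition as loss of matrix-bound fibronectin fluorescence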
XiGFP reactiv – X-chromosome reactivation activator; XiGFP mouse fibroblasts, % GFP-positive cells imaging, 3 d; cells co-treated with 5-aza-dC sensitizer; scaled so ellipticine positive control = 100%; activation, % at 7.58 µM; 360,000 compounds, 0.055% hits;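 active = mean normalized replicate activation at least 10% and every replicate at or above 10%; inconclusive = only one of the two criteria met; inactive = mean below 10% and not all replicates reach 10%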;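 also: 0% = median of on-plate neutral control wells and 100% = ellipticine 6 µM median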
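System: XiGFP fibroblasts, SV40-immortalized. Medium: DMEM plus 5-aza-dC sensitizer. Doses: single point. Timing: 3 d treatment, 15 min room-temperature fixation. Control set: ellipticine 6 µM.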
S100A4 inh HTS – S100A4-myosin IIA interaction inhibition. S100A4/TAMRA-MyoIIA peptide fluorescence polarization. inhibition, % at 10.7 µM. 360,000 compounds, 0.14% hits. P26447;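 active = mean inhibition of at least 70% across replicates, with every replicate also reaching that level; inconclusive = mean inhibition reaches 70% but some replicates fall short; inactive = mean inhibition below 70%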
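Material: S100A4 monomer protein | Medium: HEPES pH 7.2 with CaCl2, KCl, NaCl, DTT, Triton | Reagent: Labelled myosin peptide probe, 5 nM | Doses: One dose per compound | Times: 5 min incubation before reading | Benchmarks: Neutral control DMSO, positive control TFP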
RAD52 inh – blocks human RAD52 DNA annealing | recombinant RAD52 DNA annealing, FRET fluorescence | inhibition, % at 18.7 µM | 360,000 compounds, 0.46% hits;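 active = every replicate showing at least 50% inhibition; inconclusive = mean inhibition at least 50% but not in every replicate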
Target sequence (P43351 whole entry, looked up): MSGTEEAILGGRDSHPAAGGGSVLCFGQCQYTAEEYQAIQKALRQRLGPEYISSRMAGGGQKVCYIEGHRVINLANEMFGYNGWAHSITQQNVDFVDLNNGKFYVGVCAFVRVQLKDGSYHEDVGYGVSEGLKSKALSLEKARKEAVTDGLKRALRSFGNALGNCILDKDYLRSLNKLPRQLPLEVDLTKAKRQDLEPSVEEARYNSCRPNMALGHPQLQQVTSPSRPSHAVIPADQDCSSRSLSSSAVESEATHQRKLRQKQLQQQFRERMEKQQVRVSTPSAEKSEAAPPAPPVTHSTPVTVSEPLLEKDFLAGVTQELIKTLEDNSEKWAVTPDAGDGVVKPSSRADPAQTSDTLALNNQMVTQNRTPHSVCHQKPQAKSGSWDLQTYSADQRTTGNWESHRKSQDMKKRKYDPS
E-selectin induc – E-selectin induction on HUVECs; P16581; activation, % at 7.58 µM; HUVEC E-selectin immunofluorescence imaging; normalized: neutral wells 0, TNF-alpha wells 100; 260,000 compounds, 0.37% hits; AID 686992;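 active = mean E-selectin-positive cell signal at least 10% of the positive control, reached in at least 60% of replicates, without over 20% cell loss; inconclusive = no rule given, readout overlaps actives, possibly toxicity-flagged; inactive = the rest, including those meeting only one limit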;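 also: in these data hits start at about 27%; measured in HUVEC primary endothelial cells; signal is the percent of cells scored E-selectin positive by PE staining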
Target sequence (P16581 whole entry, looked up): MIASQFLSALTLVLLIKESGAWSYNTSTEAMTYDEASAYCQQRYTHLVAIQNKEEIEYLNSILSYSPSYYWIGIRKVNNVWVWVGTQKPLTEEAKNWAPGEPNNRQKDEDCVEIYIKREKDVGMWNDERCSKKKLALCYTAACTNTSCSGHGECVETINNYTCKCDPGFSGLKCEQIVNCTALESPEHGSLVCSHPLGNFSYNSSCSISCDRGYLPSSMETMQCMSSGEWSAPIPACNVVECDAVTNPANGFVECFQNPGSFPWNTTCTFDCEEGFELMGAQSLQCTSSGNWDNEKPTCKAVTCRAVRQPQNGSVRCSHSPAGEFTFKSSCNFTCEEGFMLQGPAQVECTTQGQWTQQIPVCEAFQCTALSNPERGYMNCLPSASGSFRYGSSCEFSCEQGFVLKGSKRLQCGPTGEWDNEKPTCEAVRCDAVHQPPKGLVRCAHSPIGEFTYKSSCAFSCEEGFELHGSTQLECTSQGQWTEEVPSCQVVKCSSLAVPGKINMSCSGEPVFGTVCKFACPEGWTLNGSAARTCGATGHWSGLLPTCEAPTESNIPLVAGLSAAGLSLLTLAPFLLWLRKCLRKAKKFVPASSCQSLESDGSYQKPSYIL
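Assay system: HUVEC primary endothelial cells. Input: 3,000 HUVEC seeded per well. Doses: one compound dose added by pin transfer. Read-out basis: % PE-positive cells. Benchmarks: TNF-alpha high, DMSO low. Detection: immunofluorescence imaging. Buffer or medium: EGM-2, gelatin.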
EWS-Fli block – inhibitors of EWS/Fli oncoprotein transcriptional activity; AID 651661; A673 NR0B1-luciferase reporter, viability-normalised; inhibition, % at 12.6 µM; 350,000 compounds, 0.67% hits;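 active = mean inhibition of at least 50% after viability correction, with every replicate also passing that limit; inconclusive = mean reaches 50% but only one of two replicates passes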;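 also: firefly luciferase signal divided by Alamar Blue viability fluorescence both relative to DMSO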
Numbers without * were called inactive; u = inconclusive; x = no result given.

Second line of a record – RAD54 inh	esBAF inh	FN deposit inh	XiGFP reactiv	S100A4 inh HTS	RAD52 inh	E-selectin induc	EWS-Fli block
#1 O=C(O)c1ccccc1-c1ccccc1C(=O)NCc1ccccc1Cl
  -4	0	10	0.0	-6	0	-0.1	4
#2 Cc1ccn2cc(-c3cccc(NC(=O)C(C)C)c3)nc2c1
  x	x	x	0.0	16	4	x	-29
#3 COc1ccc(S(=O)(=O)N2CCN(Cc3ccc4c(c3)OCO4)CC2)cc1F
  -6	-2	1	0.0	-3	-7	2.2	9
#4 CO[C@@H]1CN(C)C(=O)c2cc(NC(=O)Nc3c(C)noc3C)ccc2OC[C@H](C)N(C)C[C@@H]1C
  -6	-2	-7	0.1	0	-4	0.3	3
#5 O=C(NC1CCCCC1)C(c1cccs1)N(C(=O)c1ccccn1)c1ccccc1 (configuration not stated)
  -10	x	-2	0.1	8	-15	x	4
#6 COc1ccc(N2CCN(C(=O)c3cc4c(s3)CCCCC4)CC2)cc1
  -1	4	17	0.0	-1	5	-0.9	-1
#7 Cc1ccc2nc(NC(=O)CN3CCN(c4ccccn4)CC3)sc2c1
  -9	0	1	0.0	2	5	x	-7
#8 Cc1ccc(-c2nn(-c3ccccc3)cc2C2SCC(=O)N2Cc2ccccc2)o1 (configuration not stated)
  13	-20	-6	-0.1	5	-15	-0.1	10
#9 CCOCCCNC(=O)C(c1ccc(C)cc1)N(Cc1cccs1)C(=O)c1ccccc1O (configuration not stated)
  x	x	3	0.2	2	3	x	-4
#10 CCCC(CCC)C(=O)Nc1cccc(-c2cn3c(n2)SCC3)c1
  5	8	11	0.1	3	-13	x	x
#11 Cc1ccc(S(=O)(=O)Nc2ccc3c(c2)CC(=O)N([C@@H](C)CO)C[C@@H](C)[C@@H](CN(C)Cc2ccc(-c4ccccc4)cc2)O3)cc1
  2	-1	14	-0.5	-18	1	-0.1	13
#12 CC12CCC(C(N)C1=O)C2(C)C (configuration not stated)
  -12	x	-12	-0.1	2	-4	x	0
#13 COC(=O)c1ccc(C(=O)Nc2nnc(-c3cccnc3)o2)cc1
  x	x	3	0.0	1	-3	7.1	0
#14 CC(C)N1CC(COc2ccc(Cl)cc2Cl)OC1=O (configuration not stated)
  9	13	-4	0.2	-3	-6	-0.1	-20
#15 C[C@@H]1CCCCO[C@H](CN(C)C)[C@@H](C)CN([C@H](C)CO)C(=O)c2cc(NS(=O)(=O)c3ccc(F)cc3)ccc2O1
  -1	-2	-5	0.0	10	-2	0.0	3
#16 COCCNC(=O)c1ccccc1NS(=O)(=O)c1ccc(C)c([N+](=O)[O-])c1
  x	x	-2	-0.1	2	-14	x	-5
#17 COCCCNC(=O)c1cccc2c(-c3cccc(C(N)=O)c3)coc12
  -10	-1	-4	-0.1	1	-5	-0.1	6
#18 N#Cc1nc(Cl)c(Cl)c(NN)c1Cl
  x	x	6	0.0	-4	-2	0.2	12
#19 COC(=O)c1ccccc1NC(=S)N1CCOCC1
  2	-1	13	0.1	8	-4	0.0	1
#20 O=C(Nc1ccccc1F)N[C@H]1CC[C@@H](CCNC(=O)C2CCC2)O[C@@H]1CO
  0	0	x	0.1	2	-2	1.5	4

Compound profiles, as listed above. Order of values: RAD54 inh, esBAF inh, FN deposit inh, XiGFP reactiv, S100A4 inh HTS, RAD52 inh, E-selectin induc, EWS-Fli block
Listed for COc1ccc(S(=O)(=O)N2CCN(Cc3ccc4c(c3)OCO4)CC2)cc1F = -6, -2, 1, 0.0, -3, -7, 2.2, 9
Listed for Cc1ccn2cc(-c3cccc(NC(=O)C(C)C)c3)nc2c1 = x, x, x, 0.0, 16, 4, x, -29

Next part
Second line of a record – RAD54 inh	esBAF inh	FN deposit inh	XiGFP reactiv	S100A4 inh HTS	RAD52 inh	E-selectin induc	EWS-Fli block
#21 CCOC(=O)c1cnc(Nc2nc3ccccc3o2)nc1CSC(=S)N1CCCCC1
  x	30	-4	0.6	-8	-49	x	9
#22 COCCN(C(=O)COC(=O)CSc1ccccc1)c1c(N)n(Cc2ccccc2)c(=O)[nH]c1=O
  x	x	4	-0.1	-7	-10	-1.8	-1
#23 C/C(=N/NC(=O)c1cc(-c2ccccc2)nc2c(Cl)cccc12)c1cccnc1
  5	-1	2	0.0	-4	-13	1.3	x
#24 Cn1nc(-c2ccc(Cl)cc2)cc1NC(=O)Nc1ccccc1
  2	u	7	-0.1	-8	-13	0.0	-41
#25 COc1ccc(/C=C(\NC(=O)c2ccccc2)C(=O)NC2CCS(=O)(=O)C2)cc1 (configuration not stated)
  -8	x	0	0.5	4	-37	0.4	-6
#26 C[C@@H]1CN([C@H](C)CO)S(=O)(=O)c2ccc(C#Cc3ccc(F)cc3)cc2O[C@@H]1CN(C)S(=O)(=O)c1cn(C)cn1
  -6	5	x	-1.0	-4	-3	0.1	7
#27 O=C(Nc1cccc(-c2cccc(Cl)c2)c1)C1CCN(Cc2ccc(CO)o2)CC1
  2	-17	3	-0.1	1	50	0.1	x
#28 CC(C)CCC(C(=O)O)C(C)CC(=O)Nc1ccn(-c2ccccc2)n1 (configuration not stated)
  1	6	-6	0.0	3	-9	0.2	16
#29 O=C(NCC(=O)N(c1cccnc1)C(C(=O)NC1CCCC1)c1cccs1)c1cccs1 (configuration not stated)
  x	x	-1	0.0	9	-6	2.4	-2
#30 S=C(NC1CCCCC1)N1CCOCCOCCN(C(=S)NC2CCCCC2)CCOCC1
  -9	x	8	0.0	5	-19	0.2	-4
#31 COc1ccc(S(=O)(=O)NCc2cccnc2)c2ccccc12
  2	-1	-4	0.1	0	-11	x	2
#32 C[C@@H]1CCCCO[C@@H](CN(C)Cc2ccc(Cl)c(Cl)c2)[C@H](C)CN([C@H](C)CO)C(=O)c2cc(NS(=O)(=O)c3cccs3)ccc2O1
  13	-4	5	0.1	4	-18	0.6	7
#33 Cc1ccc(S(=O)(=O)N(C)C)cc1NC(=O)C1CCCN(C(=O)c2ccc(Cl)cc2)C1 (configuration not stated)
  x	x	3	0.1	1	-9	-2.6	-2
#34 O=C(CN(C(=O)c1csnn1)c1cccc2c1CCCC2)NCc1ccccc1
  0	1	0	0.5	3	-9	0.1	1
#35 Cc1cc(N2CCCC2)nc2ccc(NC(=S)NCCCN3CCC(C)CC3)cc12
  x	x	-9	0.2	-6	76*	x	15
#36 CN(CC(=O)Nc1cccc(F)c1)C(=O)COc1cccc2c1OC(C)(C)C2
  -4	-11	-2	-0.1	-6	-12	0.1	14
#37 COc1ccc(CNC(=O)[C@@H](NC(=O)C2CCN(S(=O)(=O)c3ccccc3)CC2)C(C)C)cc1
  -1	-7	-5	0.0	-2	-10	4.9	x
#38 Cc1ccc(NC(=O)c2ccc(-c3cc(Cl)ccc3Cl)o2)c(C)c1
  -2	23	-2	-0.1	-2	-14	x	-96
#39 COc1cc(OC)c(C(=O)Nc2ccncc2)cc1OC
  20	15	-1	0.1	-6	18	-0.2	8
#40 Cc1ccc(S(=O)(=O)N[C@H]2CC[C@@H](CCNS(=O)(=O)Cc3ccccc3)O[C@H]2CO)cc1
  -8	7	-16	-0.5	6	1	-0.2	4
#41 CN(C)c1cccc(F)c1C(=O)NC(=O)Nc1ccc(Cl)cc1
  x	x	8	0.7	-11	-1	0.6	53*
#42 Cc1nn(C)cc1CN(C)C(=O)C1CCC(=O)N(CCc2cccc(F)c2)C1 (configuration not stated)
  3	-1	2	0.0	18	-5	0.2	-6
#43 Cc1cc(C)cc(OCC(=O)Nc2ccc(-n3cnnn3)cc2)c1
  -4	-2	-1	0.3	-7	-12	1.3	-2
#44 COc1ccc(NS(=O)(=O)c2cc([N+](=O)[O-])ccc2NN=Cc2ccccc2OCC(=O)O)cc1
  -17	2	-6	0.0	-1	-40	0.1	3
#45 C[C@@H]1CN([C@@H](C)CO)C(=O)c2cc(NC(=O)NC3CCCCC3)ccc2O[C@H]1CN(C)S(=O)(=O)c1cn(C)cn1
  -2	2	x	-0.1	1	-3	x	0
#46 Cc1cc(C)nc(NC(=NCCc2c[nH]c3ccccc23)NC(=O)Nc2ccc(Cl)cc2)n1
  4	0	x	0.1	x	x	x	-15
#47 CC1CN(C(=S)Nc2cccc(Cl)c2)CC(C)O1 (configuration not stated)
  -10	6	8	0.3	-2	-16	x	11
#48 CC(=O)c1ccc(S(=O)(=O)Nc2ccc(-c3ccc4nncn4n3)cc2)cc1
  10	-4	-6	0.8	-1	-11	-0.5	6
#49 C[C@@H]1[C@@H](Sc2ccccc2)CC(=O)O[C@@H]1c1ccc(-c2ccccc2)cc1
  -2	-8	2	0.2	-2	-6	-0.4	13
#50 COc1cccc(-c2n[nH]c3c2CCC3)c1
  x	x	3	0.2	6	-11	x	-5
#51 CC(=O)Nc1ccc(SCC(=O)c2cc(C)n(-c3ccccc3F)c2C)cc1
  1	x	10	0.0	x	x	-0.1	x
#52 COc1cc2c(cc1OC)[C@@H](NC(=O)COc1ccccc1)[C@H](OCc1ccccc1)C2
  7	-8	x	0.0	3	-1	0.1	-14
#53 CCN1C(=O)c2cccc3c(S(=O)(=O)Nc4ccccc4O)ccc1c23
  -4	-5	4	0.0	-5	-3	0.1	-1
#54 CCCc1nc2ccccc2c(=O)n1CCc1ccccc1
  -11	4	-3	0.0	10	-14	x	9
#55 COc1ccc(OC)c(S(=O)(=O)N(C)CC(=O)N2CCOCC2)c1
  15	x	x	0.4	-4	-26	-0.2	x
#56 COc1cc(S(=O)(=O)Nc2ccc(C)cc2)ccc1NC(=O)c1ccncc1
  x	x	6	0.0	3	3	0.3	4
#57 COc1ccc(NS(=O)(=O)c2ccc3oc(=O)c4[nH]c(=O)c(=O)n(C)c4c3c2)cc1
  -4	1	-10	0.0	2	-20	0.3	x
#58 COc1ccc(C(=O)CCN2CCN(c3ccccc3F)CC2)cc1
  x	x	10	x	-1	-1	0.4	4
#59 CC(NC(=O)c1ccccc1NC(=O)CN1CCc2ccccc2C1)c1ccccc1 (configuration not stated)
  -4	-2	-7	0.1	-2	-30	x	20
#60 OCCOCCn1c(C(CO)Nc2nc(-c3ccccc3Br)cs2)nc2ccccc21 (configuration not stated)
  7	5	-5	-0.1	9	-32	0.0	8
#61 COC(=O)C(CC#Cc1ccc2c(c1)[C@]1(C(=O)N2)[C@H](c2ccc(OCCO)cc2)N2[C@H](c3ccccc3)[C@H](c3ccccc3)OC(=O)[C@H]2[C@@H]1C(=O)NC[C@H](O)c1ccccc1)C(=O)OC
  0	x	x	x	-6	-29	x	44
#62 CCOC(=O)C1CN(S(=O)(=O)c2ccc(C)cc2)CCN1S(=O)(=O)c1ccc(C)cc1 (configuration not stated)
  4	0	x	x	-10	-7	x	5
#63 COCCOC(=O)N1C(=O)[C@@]2(c3cc(C#CC4(O)CCCCCC4)ccc31)[C@H](C(=O)N1CCN(c3ncccn3)CC1)[C@H]1C(=O)O[C@H](c3ccccc3)[C@H](c3ccccc3)N1[C@@H]2c1ccccc1OCCO
  -11	x	x	x	-12	5	x	7

Source: PubChem (Broad Institute)
